High-throughput results as filed in PubChem BioAssay.
HIF activator – HIF pathway transcriptional activation; U2OS HRE-luciferase reporter, luminescence; normalized: DMSO 0%, desferrioxamine 100%; activation, % at 7.5 µM (by protocol); hit rate 0.32% among 300,000; AID 1910;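 active means mean activation of at least 10% of the iron chelator positive control signal, with at least half of replicates also reaching 10%; inconclusive means mean and replicate majority disagree about reaching 10%; inactive means mean and most replicates under 10%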
TRPC6 activator – mouse TRPC6 channel activation; HEK293-TRPC6 membrane potential dye fluorescence; active compounds read high; B-score at 10 µM; hit rate 0.13% among 310,000; Q61143;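 active means B-score of the integrated fluorescence ratio above library mean plus 3 SD, and starting fluorescence ratio within library mean plus 5 SD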;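 further: higher score means more depolarization so channel activation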
TRPC4 block – inhibitors of mouse TRPC4 channel; Q9QUQ5; HEK293 TRPC4beta/mu-opioid, DAMGO-evoked Fluo4 calcium flux; active compounds read low; B-score at 10 µM; hit rate 0.39% among 300,000; AID 2247;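 active means B-score over 3 SD under the library average, no early fluorescence shift, positive overall ratio signal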
Target sequence (Q9QUQ5 whole entry, looked up): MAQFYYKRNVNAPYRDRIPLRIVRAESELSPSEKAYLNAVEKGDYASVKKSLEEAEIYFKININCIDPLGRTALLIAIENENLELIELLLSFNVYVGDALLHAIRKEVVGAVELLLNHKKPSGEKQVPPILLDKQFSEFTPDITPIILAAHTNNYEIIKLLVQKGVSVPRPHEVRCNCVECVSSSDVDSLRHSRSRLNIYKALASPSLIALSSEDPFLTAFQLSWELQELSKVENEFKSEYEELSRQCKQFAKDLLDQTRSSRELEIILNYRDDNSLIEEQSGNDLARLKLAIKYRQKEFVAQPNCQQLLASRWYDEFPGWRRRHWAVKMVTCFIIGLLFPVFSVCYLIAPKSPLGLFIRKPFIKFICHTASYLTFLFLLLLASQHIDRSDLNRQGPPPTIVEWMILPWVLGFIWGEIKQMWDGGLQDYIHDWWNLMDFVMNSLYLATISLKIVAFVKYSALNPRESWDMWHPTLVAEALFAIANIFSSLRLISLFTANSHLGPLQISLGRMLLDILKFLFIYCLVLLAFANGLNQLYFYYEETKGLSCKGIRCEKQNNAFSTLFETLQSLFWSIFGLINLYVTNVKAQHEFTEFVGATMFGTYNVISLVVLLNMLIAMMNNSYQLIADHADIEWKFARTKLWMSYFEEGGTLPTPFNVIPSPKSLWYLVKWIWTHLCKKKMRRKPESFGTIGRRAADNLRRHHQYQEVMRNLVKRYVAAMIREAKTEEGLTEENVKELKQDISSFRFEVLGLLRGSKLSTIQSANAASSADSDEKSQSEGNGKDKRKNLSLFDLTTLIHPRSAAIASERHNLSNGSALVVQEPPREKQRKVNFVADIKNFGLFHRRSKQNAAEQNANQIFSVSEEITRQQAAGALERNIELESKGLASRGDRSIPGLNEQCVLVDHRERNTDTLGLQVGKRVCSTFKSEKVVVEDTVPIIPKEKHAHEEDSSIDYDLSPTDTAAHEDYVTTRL
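Signal: kinetic Fluo4 fluorescence imaging of calcium influx. Material: stable TRPC4beta/mu-opioid receptor HEK293 cells. Probe or stimulus: DAMGO in two steps, submaximal then maximal.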
TRPC6 inhibitor – blocks the mouse TRPC6 cation channel | Q61143 | HEK293-TRPC6, membrane potential dye, ACh-evoked depolarization; active compounds read low | B-score at 10 µM | hit rate 1.1% among 310,000;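 active means B-score under library mean minus 3 SD, initial fluorescence not abnormally high, positive integrated signal ratio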;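 further: B-score derived from integrated fluorescence ratio over the kinetic read; more negative B-score means stronger inhibition of depolarization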
Platelet DG rel – modulates dense granule release in human platelets | hit rate 0.22% among 300,000 | human platelet-rich plasma, SFLLRN dense granule ATP release, luminescence | AID 1663 | inhibition, %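 (compounds screened at 7.5 µM in platelet-rich plasma)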;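 active means mean replicate score, as percent of positive control, at or above 50; inconclusive means mean below 50 but at least one replicate at or above 50; inactive means mean and every replicate below 50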
SKKanGAS inh – blocks kanamycin growth of S. pyogenes SKKanGAS strain; inhibition, % at 7.5 µM; BacTiter-Glo, 6 h; hit rate 1.3% among 300,000;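 active means mean replicate score, as percent of positive control median, at least 50; inconclusive means mean below 50 but one replicate at or above 50; inactive means mean and every replicate below 50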;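 further: strain carries kanamycin resistance gene driven by streptokinase promoter and grows in 40 µg/ml kanamycin; loss of luminescence reflects streptokinase promoter inhibition or plain growth inhibition; 0% = median of DMSO wells and 100% = positive control at its reference dose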
RGS4 pot – potentiators or activators of RGS4. HEK293 M3R/inducible RGS4, carbachol calcium flux Fluo4; active compounds read low. B-score at 10 µM. hit rate 0.92% among 310,000. AID 463111;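 active means B-score of the integrated calcium signal more than 4 SD below the library mean, with starting fluorescence not abnormally high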;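 further: negative B-score means reduced calcium response which marks RGS4 activation or potentiation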
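Material: Inducible-RGS4 HEK293 cells carrying M3 receptor; also added: carbachol at ECmax as muscarinic agonist stimulus; incubation: compound preincubation 20 min at room temperature before agonist; signal: Fluo4-AM (2 µM) calcium-flux fluorescence, kinetic read; measure: integrated calcium ratio converted to B score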
MrgX1 allo act – allosterically activates human MrgX1 receptor signaling | Q96LB2 | MrgX1-HEK293, Fluo-4 calcium flux, FDSS; active compounds read high | B-score at 10 µM | hit rate 0.63% among 310,000;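 active means plate-corrected calcium response at least 3 library SD above typical, normal starting fluorescence, not activating the receptor alone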;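 further: compound read alongside a low EC10 to EC30 dose of BAM8-22 agonist; peak minus trough fluorescence over baseline measured at the second addition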
RGS4 inh – human RGS4 inhibition; HEK293 M3R/RGS4 inducible, Fluo-4 calcium flux; active compounds read high; triggered by carbachol at its EC20; B-score at 10 µM; hit rate 0.45% among 310,000;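 active means B-score, a plate-corrected calcium signal, over three deviations above library mean, with baseline fluorescence within five deviations of library mean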;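 further: RGS4 expression induced by doxycycline in cells with stable M3 receptor; B-score is computed from the integrated fluorescence ratio over baseline after carbachol; higher B-score means a larger calcium signal and so more RGS4 inhibition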
MrgX1 ag – human MrgX1 receptor agonism, primary screen. Q96LB2. MrgX1-HEK293 cells, Fluo-4 calcium fluorescence, agonist mode; active compounds read high. B-score at 10 µM. hit rate 0.44% among 310,000. AID 588627;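 active means calcium response B-score plate-corrected fluorescence ratio at least 3 library SD, with starting fluorescence B-score inside 5 SD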
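Assay system: MrgX1-expressing HEK293 cells / Amount: fifteen thousand cells per well / Doses: test compound in the initial addition of three / Timing: cells plated overnight, dye loaded 0.5 h 37 °C, 0.5 h room temperature / Technique: kinetic calcium dye fluorescence, Fluo-4 NW / Control set: positive and negative controls per plate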
MrgX1 antagonist – antagonists of human MrgX1 receptor | MRGX1-HEK293 calcium flux, Fluo-4, BAM8-22 antagonism; active compounds read low | hit rate 1.3% among 310,000 | AID 588676 | Q96LB2 | B-score at 10 µM;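 active means calcium-response B-score plate-corrected more than 3 library SD below zero, starting fluorescence within 5 deviations, no agonist response on first addition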;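 further: peak minus trough fluorescence over baseline after final BAM8-22 challenge near maximal dose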
* = called active by the depositor; i = inactive; ? = inconclusive; . = not tested or not shown. Outcome played no part in choosing rows; about 6.1% have a hit in one of these screens.

SMILES	HIF activator	TRPC6 activator	TRPC4 block	TRPC6 inhibitor	Platelet DG rel	SKKanGAS inh	RGS4 pot	MrgX1 allo act	RGS4 inh	MrgX1 ag	MrgX1 antagonist
O=C(c1ccc(CSc2nc3ccncc3[nH]2)cc1)N1CCN(c2cccc(Cl)c2)CC1	0.5	i	i	i	1	12	i	i	i	i	i
CN(C)S(=O)(=O)c1ccc(NC(=O)/C=C/c2ccccc2Cl)cc1	1.5	i	i	i	-20	-6	i	i	i	i	i
O=C(N/N=C/c1ccc2ncccc2c1)c1cc(-c2cccs2)nc2ccccc12	2.3	i	i	i	-1	18	i	i	i	i	i
N#CC(c1ccccn1)(c1ncc(C(F)(F)F)cc1Cl)N1CCOCC1 (stereo not drawn)	-0.2	i	i	i	-7	-12	i	i	i	i	i
CC(C)c1ccc(N2C(=O)CC(NNC(=O)c3ccccc3Cl)C2=O)cc1 (stereo not drawn)	-1.2	i	i	i	5	10	i	i	i	i	i
O=C(CCS(=O)(=O)c1ccccc1)Nc1ccc(Cl)cn1	0.5	i	i	i	-2	-1	i	i	i	i	i
COc1ccc(C(=O)c2c(-c3cccc(C)c3)oc3ccc(N4CCOCC4)cc23)cn1	-0.8	i	i	i	0	10	i	i	i	i	i
O=C(CNC(=O)C1COc2ccccc2O1)N/N=C/c1ccc(O)cc1O (stereo not drawn)	0.4	i	i	i	-7	9	i	i	i	i	i
CN1CCc2cc(Cl)c(O)cc2[C@@H](c2ccccc2)C1	0.1	i	i	i	-1	0	i	i	i	i	i
O=C(c1cc([N+](=O)[O-])ccc1N1CCOCC1)N1CCOCC1	0.1	i	i	i	-1	-4	i	i	i	i	i
Cc1ccccc1NC(=S)/C(=C(\[O-])c1ccc(C)c([N+](=O)[O-])c1)[n+]1ccccc1	-0.5	i	i	i	8	4	i	i	i	i	i
COC(=O)c1ccc(NC(=O)C2CCN(S(C)(=O)=O)CC2)cc1	0.4	i	i	i	-5	-4	i	i	i	i	i

Part of the list above in order of count of non-hydrogen atoms, high to low:
SMILES	HIF activator	TRPC6 activator	TRPC4 block	TRPC6 inhibitor	Platelet DG rel	SKKanGAS inh	RGS4 pot	MrgX1 allo act	RGS4 inh	MrgX1 ag	MrgX1 antagonist
O=C(N/N=C/c1ccc2ncccc2c1)c1cc(-c2cccs2)nc2ccccc12	2.3	i	i	i	-1	18	i	i	i	i	i
Cc1ccccc1NC(=S)/C(=C(\[O-])c1ccc(C)c([N+](=O)[O-])c1)[n+]1ccccc1	-0.5	i	i	i	8	4	i	i	i	i	i
CN(C)S(=O)(=O)c1ccc(NC(=O)/C=C/c2ccccc2Cl)cc1	1.5	i	i	i	-20	-6	i	i	i	i	i

The list goes on:
SMILES	HIF activator	TRPC6 activator	TRPC4 block	TRPC6 inhibitor	Platelet DG rel	SKKanGAS inh	RGS4 pot	MrgX1 allo act	RGS4 inh	MrgX1 ag	MrgX1 antagonist
Cc1c(Cl)cccc1NC(=O)CSc1nnc(CCNC(=O)OC(C)(C)C)o1	-0.1	i	i	i	-5	-5	i	i	i	i	i
CC(C)CCNC(=O)c1cc(-c2cccs2)nc2ccccc12	0.4	i	i	i	-8	5	i	i	i	i	i
O=C(CN1C(=O)NC2(CCCCCC2)C1=O)NCc1cccs1	0.4	i	i	i	0	-6	i	i	i	i	i
CCCC(=O)OCCNC(=O)c1cc2ccccc2oc1=O	-0.5	i	i	i	-4	0	i	i	i	i	-5.4*
NC(=O)c1sc2nc3c(c(-c4ccco4)c2c1N)CCC3	.	i	i	i	8	-2	i	i	i	i	i
COc1cccc(C2=NOC(C(=O)Nc3ccc4c(c3)OCO4)C2)c1 (stereo not drawn)	0.1	i	i	i	4	4	i	i	i	i	i
Cc1c(CC(=O)NC(C)C)c(=O)oc2cc3c(cc12)CCC(C)(C)O3	3.3	i	i	i	3	-2	i	i	i	i	i
Cc1ccc(N2C(=O)C(NC(=O)c3ccccc3)(C(F)(F)F)C3=C2CC(C)(C)CC3=O)cc1 (stereo not drawn)	-3.0	i	i	i	1	3	i	i	i	i	i
Cn1nc(C(=O)Nc2ccccc2)c2c1-c1ccccc1S(=O)(=O)C2	-0.7	i	i	i	-2	1	i	i	i	i	i
O=C(N/N=C/c1ccc[nH]1)c1ccccc1O	1.7	i	i	i	-2	6	i	i	i	i	i
Cc1ccccc1N(CC(=O)NC1CCCC1)C(=O)C1(C)CC(=O)N=C2C=CC=CN21 (stereo not drawn)	0.1	i	i	i	5	-3	i	i	i	i	i
CCOC(=O)C1CCN(C(C(=O)Nc2ccc3c(c2)OCCO3)c2ccccc2)CC1 (stereo not drawn)	0.9	i	i	i	-2	4	i	i	i	i	i
O=C(CCCOc1ccccc1)NC1CCCc2ccccc21 (stereo not drawn)	-0.2	i	i	i	0	-4	i	i	i	i	i
O=C(CSc1nnc(-c2ccc(F)cc2)n1CC1CCCO1)NCc1ccco1 (stereo not drawn)	-0.3	i	i	i	-9	-3	i	i	i	i	i
CC(=O)N1c2ccc(S(=O)(=O)N3CCC(C(=O)Nc4ccc(C)cn4)CC3)cc2CC1C (stereo not drawn)	0.2	i	i	i	15	-9	i	i	i	i	i
c1ccc(-c2nnc(SCc3nc4ccccc4[nH]3)n2Cc2ccco2)cc1	-0.5	i	i	i	11	0	i	i	i	i	i
Cc1cnn(C(=S)NCCc2ccccc2)c1	3.0	i	i	i	1	-3	i	i	i	i	i
COc1ccc(-c2nc(CSCC(=O)NCCCN3CCCC3=O)c(C)o2)cc1	0.0	i	i	i	-3	3	i	i	i	i	i
COc1ccc(C(C(=O)NC2CCCC2)N(C(=O)c2ccco2)c2ccc(OC)c(OC)c2)cc1 (stereo not drawn)	-2.0	i	i	i	-3	-1	i	i	i	i	i
COc1ccc(NC(=O)C2CCN(C(=O)NC3CCCCC3)CC2)c(OC)c1	0.1	i	i	i	4	-4	i	i	i	i	i
O=C(CCCNC(=O)/C(=C\c1ccc(F)cc1)NC(=O)c1ccccc1)OCc1ccccc1	0.0	i	i	i	11	-7	i	i	i	i	i
O=C(NCc1cccnc1)c1cccc(S(=O)(=O)NCc2ccccc2)c1	0.2	i	i	i	-19	-16	i	i	i	i	i
CS(=O)(=O)c1ccc2nc(NC(=O)C3CC(=O)N(c4ccc(F)cc4)C3)sc2c1 (stereo not drawn)	?	i	i	i	5	-2	i	i	i	i	i
CCn1c(COc2ccccc2)nnc1SCC(=O)NC1CC1	0.1	i	i	i	-8	5	i	i	i	i	i
CN(CC(=O)Nc1ccc(N2CCOCC2)cc1)CC(=O)Nc1cccc(C#N)c1	0.1	i	i	i	-8	-7	i	i	i	i	i
C[C@@H](C(=O)Nc1ccc2ccccc2c1)[C@@H]1C[C@@]1(C)[C@@H](N)c1ccccc1	-1.0	i	i	i	1	3	i	i	i	i	i
COc1ccc(-n2c(=S)[nH]c3cc(C(=O)NCc4ccco4)ccc3c2=O)c(OC)c1	-0.2	i	i	i	2	2	i	i	i	i	i
CCCc1cc(C(=O)N2CCCC(C(=O)c3cccc4ccccc34)C2)n(C)n1 (stereo not drawn)	0.3	i	i	i	-1	-2	i	12*	i	i	i
COC(=O)COc1ccc(/C=C2\SC(=O)N(CC(=O)Nc3ccccc3F)C2=O)cc1	0.8	i	i	i	3	0	i	i	i	i	i
Cc1ccc(C(=O)Nc2nc3ccc(S(C)(=O)=O)cc3s2)cc1C	-1.1	i	i	i	0	-4	i	i	i	i	i
CC(C)CNC(=O)c1c2c(nc3ccccc13)-c1ccccc1CC2	0.4	i	i	i	1	-1	i	i	i	i	i
O=C(NC(=S)Nc1cccc(Cl)c1N1CCCCC1)c1ccco1	1.2	i	i	i	7	36	i	i	i	i	i
Clc1ccc(/C=N/NC2=Nc3cccc4cccc2c34)cc1	1.4	i	i	i	-19	-12	i	i	i	i	i
COc1ccccc1C(=O)C1CCCN(C(=O)c2cc(C(C)C)no2)C1 (stereo not drawn)	0.2	i	i	i	0	-1	i	i	i	i	i
O=C(NNC(=O)C1CCCO1)c1ccc([N+](=O)[O-])cc1 (stereo not drawn)	0.2	i	i	i	9	3	i	i	i	i	i
COc1ccc(C(=O)NCC(=O)N/N=C/c2cccnc2)cc1OC	0.0	i	i	i	9	0	i	i	i	i	i
CN1CCc2ccccc2C1Cc1ccccc1NC(=O)c1sc2ccccc2c1Cl (stereo not drawn)	-0.7	i	i	i	-4	6	i	i	i	i	i
CCOC(=O)c1ccccc1NC(=O)CC(C)CC(=O)O (stereo not drawn)	-0.6	i	i	i	-4	-1	i	i	i	i	i
N#CCc1ccc(OC(=O)Nc2ccccc2)cc1	0.3	i	i	i	-1	-5	i	i	i	i	i
COc1cc(NC(=O)c2cccs2)c(OC)cc1NC(=O)c1ccco1	0.0	i	i	i	0	-3	i	i	i	i	i
O=C(CN1C(=O)NC2(CCCCC2)C1=O)NCCC1=CCCCC1	-0.2	i	i	i	-5	7	i	i	i	i	i
Cc1ccc(S(=O)(=O)NC(=O)Nc2nnc(C)s2)cc1	-0.3	i	i	i	-5	-6	i	i	i	i	i
Cc1ccnc2nc(NC(=O)c3ccco3)nn12	1.5	i	i	i	-2	9	i	i	i	i	i
CC(NCc1ccc(F)cc1)C(=O)NC1CCCCC1 (stereo not drawn)	0.4	i	i	i	12	4	i	i	i	i	i
CCOc1ccc(/C=C/C(=O)Nc2ccccc2C(F)(F)F)cc1	2.0	i	i	i	3	-1	i	i	i	i	i
O=C(COC(=O)c1cc(=O)[nH]c(=O)[nH]1)Nc1cccc(S(=O)(=O)N2CCCCC2)c1	0.3	i	i	i	-25	17	i	i	i	i	i
CC1=C(C(=O)Nc2ccc(C)cn2)C(c2cnn(C)c2)C2=C(CCCC2=O)N1 (stereo not drawn)	0.0	i	i	i	-9	-7	i	i	i	i	i
O=C(Cc1ccc(F)cc1)Nc1ccc2[nH]ncc2c1	-8.6	i	i	i	1	-5	i	i	i	i	i
COc1cc(OC)c(N(C)S(=O)(=O)c2cccc(C(=O)OCC(=O)c3c[nH]c4ccccc34)c2)cc1Cl	-0.7	i	i	i	-3	22	i	i	i	i	i
Cc1cccnc1NC(=O)c1nn(C)c2c1CS(=O)(=O)c1ccccc1-2	0.4	i	i	i	5	-1	i	i	i	i	i
